# Screening data: PubChem BioAssay, several laboratories
# STAT3 blocker = STAT3 signaling inhibition. inhibition, % at 5.5 µM. U3A cells, IL-6 STAT3-luciferase reporter, luminescence; host cell line lacks STAT1. hit rate 0.89% among 190,000;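 active = inhibition above the mean inhibition across all screened compounds plus 3 SD, cut at about 44% in these data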;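 also: 0% = DMSO only wells and 100% = 100 µM nifuroxazide control wells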
# RAM inhibit = inhibitors of the yeast RAM network; hit rate 1.8% among 190,000; inhibition, % at 50 µM; S. cerevisiae dse1pr::URA3 reporter, 5-FOA growth OD615, 2 d; analog-sensitive cbk1-as2 kinase mutant strain;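 active = inhibition above a set limit, 3 SD over mean compound inhibition, cut at about 8.4% in these data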;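 also: 0% = DMSO-only wells with no growth and 100% = 10 µM 1-NA-PP1 full growth; inhibition rescues growth on 5-FOA so higher OD means more RAM inhibition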
# STAT1 act = increases IFN-gamma driven STAT1 reporter signal. NIH 3T3 STAT1-luciferase reporter, luminescence; 100% = IFN-gamma alone, no compound. activation (% of control), % at 5.5 µM. hit rate 2.6% among 200,000. AID 932;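 active = activation above the screen-wide mean activation plus 3 SD, cut at about 130% in these data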;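 also: raw ratio to IFN-gamma control signal so 100% means no change and 0% no light; values of inactives mirror those of a sister screen read the other way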
# APP transl inh = APP translation inhibition; AID 1285; hit rate 0.82% among 190,000; inhibition, % at 2 µM; SH-SY5Y APP 5'UTR-luciferase reporter, luminescence;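 active = inhibition above a set limit, derived from the sample mean plus 3 SD, cut at about 45% in these data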; also: values of inactives mirror those of a sister screen read the other way
# Hsp70 activator = transcriptional activators of Hsp70; HeLa Hsp70 promoter luciferase reporter, luminescence; scaled: vehicle 0, proteasome-inhibitor control 100%; activation, % at 10 µM; hit rate 0.04% among 200,000; AID 1203;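 active = activation above the mean across all tested compounds plus 3 SD, cutoff set per campaign, cut at about 5.5% in these data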;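 also: 100% = MG132 at 30 µM as the positive control and 0% = DMSO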
# STAT3 activator = STAT3 signaling activation. U3A cells, IL-6 STAT3-luciferase reporter, luminescence; 100% = signal with IL-6 EC80 alone. activation (% of control), % at 5.6 µM. hit rate 0.91% among 190,000. AID 871;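 active = activation above the screen-wide mean of compound activation plus 3 SD, cut at about 130% in these data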;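 also: 0% = background luminescence of wells with medium and substrate only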
#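 Assay system – human STAT1-deficient U3A cells with stable STAT3-luciferase reporter · Also added – IL-6 (33 ng/mL) · Schedule – compound 1 h, then IL-6 6 h at 37 °C · Technique – reporter luminescence signal · Evaluation – % activation versus median of IL-6-stimulated wells · Benchmarks – IL-6-only wells as 100% reference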
# APP 5'UTR act = activates APP 5'UTR luciferase reporter; SH-SY5Y APP 5'UTR luciferase reporter, luminescence; zero percent = DMSO vehicle wells; activation, % at 2 µM; hit rate 1% among 190,000;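 active = activation above a set limit, based on mean plus 3 SD of controls, cut at about 140% in these data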; also: values of inactives mirror those of a sister screen read the other way
# FLuc inh counter = inhibits firefly luciferase, flagging false hits in luciferase inhibition screens | P08659 | ATPLite firefly luciferase biochemical luminescence, 10 min | inhibition, % at 10 µM | hit rate 1.5% among 200,000;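 active = inhibition above about 50% when tested at 10 µM, limit read from the data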
# Target sequence (P08659 whole entry, looked up): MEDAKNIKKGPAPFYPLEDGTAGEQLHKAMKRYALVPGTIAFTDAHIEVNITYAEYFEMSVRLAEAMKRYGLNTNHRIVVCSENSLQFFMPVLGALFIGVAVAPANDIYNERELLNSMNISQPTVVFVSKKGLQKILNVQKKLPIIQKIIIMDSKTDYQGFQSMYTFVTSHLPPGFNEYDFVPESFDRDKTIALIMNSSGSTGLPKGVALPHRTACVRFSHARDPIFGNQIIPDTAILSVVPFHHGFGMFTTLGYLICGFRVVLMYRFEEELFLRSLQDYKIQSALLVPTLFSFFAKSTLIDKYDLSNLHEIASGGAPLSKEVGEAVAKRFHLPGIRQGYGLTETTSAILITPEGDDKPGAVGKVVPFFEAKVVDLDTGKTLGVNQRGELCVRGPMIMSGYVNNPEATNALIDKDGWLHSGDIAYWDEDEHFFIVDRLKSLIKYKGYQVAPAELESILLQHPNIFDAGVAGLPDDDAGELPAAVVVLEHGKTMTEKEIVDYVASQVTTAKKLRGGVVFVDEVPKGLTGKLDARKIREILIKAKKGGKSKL
# STAT1 blocker = inhibitors of IFN-gamma induced STAT1 signaling; NIH 3T3 STAT1-luciferase reporter, luminescence; AID 920; hit rate 0.35% among 200,000; inhibition, % at 5.5 µM;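 active = inhibition above a set limit, the mean inhibition across all tested compounds plus 3 SD, cut at about 34% in these data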;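 also: 0% = IFN-gamma with DMSO and 100% = IFN-gamma with 300 µM nifuroxazide; values of inactives mirror those of a sister screen read the other way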
# NF-kB expr up = raises NF-kB expression in human neuronal cells. NF-kB reporter expression; hits give high values. fold change at 12.5 µM. hit rate 1.6% among 190,000. AID 1239; in the data active = fold change above about 3.3
# An asterisk follows results filed as active; / = not tested or not shown.
Molecule,APP 5'UTR act,NF-kB expr up,FLuc inh counter,STAT3 activator,APP transl inh,STAT1 act,STAT3 blocker,Hsp70 activator,STAT1 blocker,RAM inhibit
O=C(CN1CCC2(CC1)OCCO2)c1c[nH]c2ccccc12,12,0.87,-1,148*,-12,102,-54,-0.3,-3,1.9
COc1ccc2cc3c(N)c(C(=O)NCc4ccco4)sc3nc2c1,51,1.1,14,98,-50,137*,7,-0.2,-41,3.5
Cc1nn(Cc2ccc(Cl)cc2)c(Cl)c1/C=N/NC(=O)CNc1ccccc1F,1,1.1,-4,101,-1,99,4,-0.3,1,3.1
O=C(Nc1nc2c(s1)CCCC2)c1cc2n(n1)C(C(F)(F)F)CC(C1CC1)N2 (stereo not drawn),30,1.9,-5,125,-30,119,-19,-0.2,-21,3.8
Cc1ccc2oc(=O)c3cnn(CC(=O)NCCN(C)C)c3c2c1,12,0.94,-4,99,-12,105,1,-0.4,-4,2.5
CN(C(=O)COC(=O)c1cc(S(=O)(=O)N2CCOCC2)c(Cl)cc1Cl)C1CCS(=O)(=O)C1 (stereo not drawn),-6,0.68,-7,112,6,107,-6,-0.1,-9,-0.1
CC(C)c1c(O)cc(-c2ccncc2)n(-c2ccc(Cl)cc2)c1=O,-14,1.3,-4,95,14,96,8,-0.4,5,1.9
CC(C)CSc1nc2ccccc2n1CC(=O)O,24,1.1,-3,100,-24,100,6,-0.2,-1,2.7
N#Cc1ccccc1S(=O)(=O)N1CCN(c2ccc(S(=O)(=O)N3CCOCC3)cn2)CC1,-1,1.1,-4,93,1,95,12,-0.4,5,2.8
Cc1ncsc1C(=O)Nc1nc2c(s1)CCCC2,101,3.2,45,87,-101,154*,18,0.5,-59,1.7
O=C(NC1CCCCCC1)c1ccc(S(=O)(=O)NCc2ccco2)cc1,-12,1.2,-4,98,12,96,3,-0.5,4,2.6
CCc1ccccc1N1C(=O)C2CC(C)=C(C)CC2C1=O (stereo not drawn),8,1.1,-22,103,-8,105,1,0.1,-5,2.8
O=[N+]([O-])c1cccc(-c2ccc(SCc3ccccn3)nn2)c1,33,1.9,11,100,-33,135*,10,0.1,-41,-1.0
O=C(Cc1ccc(-c2ccccc2)cc1)N1CCOCC1,9,1.3,0,102,-9,100,2,-0.2,0,0.6
COC(=O)C1CCN(C2CC(=O)N(c3cc(C)cc(C)c3)C2=O)CC1 (stereo not drawn),5,1.4,-3,104,-5,92,5,0.1,9,1.6
O=C(COC(=O)c1ccc(Cl)nc1)Nc1ncc(Cl)cc1Cl,24,1,-5,112,-24,108,-7,-0.1,-11,0.0
Cc1ccccc1CN(c1ccc(C(=O)N/N=C/c2ccc(OCC(N)=O)cc2)cc1)S(C)(=O)=O,4,/,-6,100,-4,100,6,0.0,1,5.8
Cn1c(=O)oc2cc(S(=O)(=O)N3CCN(Cc4ccc5c(c4)OCO5)CC3)ccc21,-7,1.5,-9,117,7,99,-15,0.2,1,0.4
O/N=C/c1cc(Br)ccc1OCc1ccccc1F,21,/,/,88,-21,106,21,0.1,-5,/
COc1ccc(C(=O)COC(=O)CCN2C(=O)[C@@H]3[C@H](C2=O)[C@@H]2C[C@H]3C(Br)C2Br)cc1 (stereo partly drawn),19,1,-4,107,-19,101,-9,0.5,-1,2.4
CC(C)(C)c1ccc(S(=O)(=O)N2CCSC2)cc1,11,1.1,-8,98,-11,96,7,-0.3,4,1.2
C=CCC1(NC(C)c2ccccc2)CCCCC1 (stereo not drawn),-7,0.98,-8,105,7,90,-9,-0.4,12,-1.2
c1ccc(-n2cnc3ccccc32)cc1,12,0.88,5,108,-12,124,1,0.1,-26,0.4
CCOC(=O)N1CCN(c2ncnc3c2[nH]c2ccc(F)cc23)CC1,19,0.28,-7,73,-19,50,34,-0.4,54*,0.7
O=C1CN(c2ccccc2F)C(=O)CN1c1ccccc1F,2,1.3,-6,95,-2,86,10,-0.1,10,1.6
CCc1ccccc1NC(=O)CSc1nc2ccccc2n1CC(=O)N(C)C,0,0.89,1,105,0,94,-2,-0.1,8,0.2
Nc1nc(SCc2ccc(Cl)cc2Cl)nc2nc3c(cc12)CCCC3,4,1.1,-2,104,-4,106,-2,-0.5,-7,1.6
Cc1ccc(-c2cc(C(F)F)n3ncc(C(=O)N4CCN(c5cccc(C)c5C)CC4)c3n2)cc1,25,0.67,-7,99,-25,105,0,0.7,-5,4.1
CCC1(C)Cc2c(sc3c2c2ncnn2c2nnc(SCC(=O)NCc4ccco4)n32)CO1 (stereo not drawn),-12,1.2,-3,96,12,101,11,-0.4,0,0.8
CCn1c(SCC(=O)NC(=O)Nc2ccc3c(c2)OCCO3)nnc1-c1cccs1,10,1.1,13,95,-10,105,11,0.3,-6,3.8
CC(=O)c1cc(-c2ccc(F)cc2)n(CCC(=O)Nc2cccc(C)n2)c1C,-12,0.6,1,102,12,97,5,-0.1,3,1.8
Cc1ccc(S(=O)(=O)N(C)c2ccc(OC(=O)c3ccc(=O)[nH]c3)cc2)cc1,19,0.97,-4,99,-20,83,9,-0.1,17,2.4
Cc1nn(C)cc1NC(=O)CCSc1nc(-c2ccco2)cc(C(F)(F)F)n1,13,0.95,-5,83,-13,95,23,-0.2,5,0.3
C=CCNc1nc(Nc2ccc(Cl)cc2)nc(OC)n1,56,1.4,-5,96,-56,117,7,-0.1,-19,-1.7
CCOC(=O)c1cccnc1SCC(=O)NCc1ccccc1,/,1,3,104,/,102,2,-0.2,-2,2.1
CCOC(=O)C1CCCN(Cc2ccccc2F)C1 (stereo not drawn),117,1.2,-5,110,-75,104,-5,-0.2,-6,-1.0
S=c1nc(Cc2ccc(Cl)cc2)[nH]c2ccccc12,-9,0.97,-7,97,9,97,11,-0.3,4,-0.3
COc1ccc(OC)c(C2CC(=O)N3CN(c4ccc(C)c(Cl)c4)CSC3=C2C#N)c1 (stereo not drawn),-1,1.2,-11,93,2,102,17,0.1,-2,1.8
C=CCc1cc(C=O)cc(OC)c1OCc1ccc(C(=O)O)cc1,-6,1.2,-1,109,6,101,-6,0.1,-5,2.3
O=C(NCCCN1CCOCC1)C(=O)NCc1ccco1,12,1.1,-2,113,-12,99,-10,-0.2,-1,1.0
Cc1nn(CC(=O)N2CCN(Cc3ccccc3)CC2)c(=O)c2ccccc12,16,0.98,-6,105,-16,97,-2,-0.2,2,1.1
COc1cc(/C=N/NC(=S)Nc2cccc(C(=O)O)c2)ccc1O,-12,1.2,25,16,12,36,97*,-0.7,71*,3.2
O=C(c1ccc2c(=O)n(Cc3ccco3)c(=S)[nH]c2c1)N1CCN(Cc2ccccc2)CC1,1,0.87,-3,97,-1,99,7,0.0,1,0.3
CC1C(Br)C(=O)NC(=O)N1Cc1ccccc1 (stereo not drawn),4,1,-6,104,-4,97,3,0.0,2,1.5
O=C(CNS(=O)(=O)c1ccc(Br)s1)N1CCCC1,-5,0.93,-8,101,6,99,0,-0.5,1,0.6
CC(NC(=O)NC(N)=O)(C(F)(F)F)C(F)(F)F,4,1.1,-6,104,-4,95,4,-0.5,5,0.5
O=C(NCc1ccco1)Oc1ccccc1,7,1.1,-2,112,-7,101,-10,-0.2,-4,1.5
CN1C(=O)CC(Sc2ccccc2C(=O)O)C1=O (stereo not drawn),3,1.2,-4,98,-3,96,6,-0.3,5,0.0
COc1ccc(/C=C2\N=C(C)N(c3ccc(C(=O)O)cc3)C2=O)cc1OC,-2,0.87,2,89,2,104,14,-0.3,-5,2.0
CCOC(=O)c1[nH]c(C)c(C(=O)Nc2ccc(C)c(Cl)c2)c1C,12,1.1,-9,99,-12,97,4,-0.3,3,6.8

# Following part
Molecule,APP 5'UTR act,NF-kB expr up,FLuc inh counter,STAT3 activator,APP transl inh,STAT1 act,STAT3 blocker,Hsp70 activator,STAT1 blocker,RAM inhibit
CN1CC(=O)N/C1=N\C(=O)Nc1ccc2c(c1)N(C)C(=O)CS2,3,1,-1,93,-3,108,15,-0.1,-8,1.0
COc1cccc(NC(=O)Cn2c(=O)n(CCC(=O)NCc3ccco3)c(=O)c3ccccc32)c1,9,1.4,-4,96,-9,98,8,-0.2,1,1.5
Cc1ccc(C)c(-c2cc(C(=O)Nc3sc(C)c(C)c3C(N)=O)c3ccccc3n2)c1,1,0.53,-2,99,-1,89,6,-0.3,12,4.1
Cc1cccc2nc(CSc3nc4[nH]ncc4c(=O)n3-c3ccccc3Cl)cc(=O)n12,5,0.62,4,136*,-5,79,-30,-0.3,23,0.5
CC(C)(C)OC(=O)NCCCCCNC(=O)c1[nH]cnc1C(=O)N[C@@H](CCCCNC(=O)OC(C)(C)C)C(=O)OC(C)(C)C,-13,0.41,-10,/,13,100,/,-0.3,2,5.7
CC(C)N1CCc2c(sc(NC(=O)c3nc4ccccc4s3)c2C(N)=O)C1,7,1.1,0,77,-7,93,29,-0.3,8,1.1
O=C(Nc1ccc(Cn2cccn2)cc1)c1ccc(COc2ccc(Br)cc2)cc1,-2,1.1,-5,91,2,98,12,0.0,2,2.0
Cc1occc1C(=O)n1cnc2ccccc21,-11,1.4,-4,100,11,100,4,-0.3,0,2.2
CCc1cc(-c2n[nH]c(=S)n2CC(C)C)cs1,10,0.95,4,98,-10,99,5,-0.1,1,1.0
COc1ccc(/C=C/C(=O)N2CCN(c3ccccc3)CC2)cc1S(=O)(=O)N1CCOCC1,-8,0.85,-7,77,8,97,30,-0.1,2,0.1
c1cncc(-c2nnc(-c3ccco3)o2)c1,5,1.2,-2,99,-5,114,6,-0.3,-16,3.4
Cc1cc(-c2csc(N)n2)c(C)n1-c1ccccc1,-2,0.79,14,106,2,107,-6,-0.4,-8,4.3
COc1ccc(-c2nnc(SCC(=O)Oc3ccc(C)cc3)o2)cc1,8,1.1,-4,97,-8,97,7,-0.1,4,-0.6
CSc1nnc(-c2cccc(C)c2)n1N,7,1.6,-4,100,-7,102,5,-0.3,-3,1.9
Nc1n[nH]c2c1C1(CCCC1)Cc1ccccc1-2,2,1.1,-3,98,-2,96,4,-0.2,5,0.0
CCOC(=O)C1CCC(CNCc2ccccc2C)CC1 (stereo not drawn),-16,1,-4,105,16,103,-3,-0.1,-5,-0.4
CCn1c(SCC(=O)OC)nnc1-c1ccccc1,11,/,0,99,-12,100,8,-0.3,0,1.4
COc1ccc(C)cc1NC(=O)c1ccc(N(C)S(C)(=O)=O)cc1,-1,1.6,-4,92,1,94,12,0.3,7,1.0
COc1cccc(C(=O)Nc2ccc(C(=O)O)cc2)c1,-3,1.4,-3,114,3,108,-12,0.2,-9,2.2
O=C(Nc1nnc(CCc2ccccc2)s1)c1cccs1,6,1.4,-3,104,-6,119,5,-0.1,-20,6.0
CN1C(=O)C(C(=O)NC(C)(C)C)C2c3ccccc3OC13CCCCC23 (stereo not drawn),6,0.95,-5,98,-6,94,6,-0.3,6,-1.0
